Source: PubChem BioAssay
GSK3 alpha inh: inhibitors of human GSK-3 alpha kinase | inhibition, % at 10 µM | AID 2650 | 0.1% of 320,000 active | ADP-Glo luminescence, 60 min;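 in the data active = inhibition above about 50%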;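 note: GST-tagged GSK-3 alpha with peptide substrate and 25 µM ATP; 0% = DMSO neutral wells and 100% = GW8510 positive control wells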
Target sequence (P49840 whole entry, looked up): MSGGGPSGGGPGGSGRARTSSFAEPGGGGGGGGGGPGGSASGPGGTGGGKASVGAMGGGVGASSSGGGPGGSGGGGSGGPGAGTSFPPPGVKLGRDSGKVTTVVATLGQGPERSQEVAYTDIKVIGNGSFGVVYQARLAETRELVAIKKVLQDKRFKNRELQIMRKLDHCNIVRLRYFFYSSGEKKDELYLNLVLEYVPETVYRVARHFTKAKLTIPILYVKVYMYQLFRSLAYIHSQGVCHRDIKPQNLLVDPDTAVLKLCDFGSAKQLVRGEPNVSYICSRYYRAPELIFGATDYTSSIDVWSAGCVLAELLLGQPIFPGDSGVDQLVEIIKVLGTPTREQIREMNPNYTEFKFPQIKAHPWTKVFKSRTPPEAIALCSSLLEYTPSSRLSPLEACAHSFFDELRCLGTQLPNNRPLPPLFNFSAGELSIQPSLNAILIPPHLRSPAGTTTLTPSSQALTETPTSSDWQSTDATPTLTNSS
HDAC3 inh: blocks human histone deacetylase 3. O15379. recombinant HDAC3, fluorogenic peptide/trypsin coupled, fluorescence. inhibition, % at 8.3 µM. 0.15% of 320,000 active. AID 2718; in the data active = inhibition above about 26%, passing the limit was not always enough; inconclusive = no clear call, values can overlap the other calls
Target sequence (O15379 whole entry, looked up): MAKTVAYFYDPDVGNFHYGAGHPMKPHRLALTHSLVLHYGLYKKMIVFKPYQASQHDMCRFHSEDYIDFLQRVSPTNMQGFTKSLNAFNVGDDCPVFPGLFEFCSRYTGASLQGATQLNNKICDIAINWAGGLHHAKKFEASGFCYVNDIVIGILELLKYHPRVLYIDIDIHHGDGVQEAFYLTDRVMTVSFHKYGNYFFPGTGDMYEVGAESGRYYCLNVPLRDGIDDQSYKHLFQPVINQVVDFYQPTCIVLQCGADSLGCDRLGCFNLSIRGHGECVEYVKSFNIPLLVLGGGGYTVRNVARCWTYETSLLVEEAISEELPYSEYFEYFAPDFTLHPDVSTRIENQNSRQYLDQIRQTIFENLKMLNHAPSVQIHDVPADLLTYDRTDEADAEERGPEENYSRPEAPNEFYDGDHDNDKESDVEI
* hit, by the source's call; ? = inconclusive.

Preview, 15 compounds:
SMILES	GSK3 alpha inh	HDAC3 inh
Cc1ccc2c(=O)n3c(nc2c1)C(Cc1ccccc1)NC(=O)c1ccc(Cl)cc1-3 (configuration not stated)	-3	0
CCOC(=O)C1=C(C)N(CCCCCC(=O)O)C(=O)NC1c1ccccc1OC(=O)c1cccs1 (configuration not stated)	-3	-1
Cc1occc1-c1nnc(SCc2cc(=O)n3cc(Br)ccc3n2)n1C	-1	1
CC(=O)OC[C@]12CC[C@H]3[C@@](C)(CC[C@H]4C(C)(C)CCC[C@]34C)[C@@H]1C[C@H](C1=CC(=O)O[C@@H]1OC(C)=O)O2	-2	0
CCC(=O)N1CCc2cc(S(=O)(=O)CCC(=O)Nc3c(C)n(C)n(-c4ccccc4)c3=O)ccc21	-2	-5
CC(C)CC1NC(=O)c2ccccc2-n2c1nc1ccc(F)cc1c2=O (configuration not stated)	0	-1
CCCn1nc(-c2ccccc2)c2nc3ccccc3nc21	-2	0
Cc1ccc2c(c1)-n1c(nc3cc(Cl)ccc3c1=O)C(Cc1ccccc1)NC2=O (configuration not stated)	-3	2
COc1ccc(-c2[nH]nc3c2C(c2ccc(OC(=O)N4CCOCC4)cc2)C(C#N)=C(N)O3)cc1 (configuration not stated)	0	-5
CN(CCO)c1ccc(C=NNc2ccc([N+](=O)[O-])cc2S(=O)(=O)Nc2ccccc2C(=O)O)cc1	-4	?
CCOc1ccc(NC(=O)c2ccc(NC(=O)c3ccc(NC(N)=O)cc3)cc2)cc1	0	-1
C#CCOCCOCCOCCNc1nc(N2CCN(C(=O)CCCCCCCCCCNC(=O)[C@H]([C@@H](C)CC)n3cc(CCCCN=C(N)N)nn3)CC2)nc(N2CCN(C(=O)CCCCCCCCCCNC(=O)[C@H](CCCCN)n3cc(C)nn3)CC2)n1	-1	24
CC(C)[C@]1(c2ccc(Cl)cc2)ON(c2ccccc2C(F)(F)F)C1=O	-2	13
C[C@@H](C(=O)NCc1ccc(S(C)(=O)=O)cc1)[C@H]1C[C@]1(C)[C@H](NC(=O)OCc1ccccc1)c1ccccc1	2	8
O=C1NC(Cc2ccccc2)c2nc3ccc(Cl)cc3c(=O)n2-c2cc(Cl)ccc21 (configuration not stated)	0	?

Main list, repeating the preview:
SMILES	GSK3 alpha inh	HDAC3 inh
Cc1ccc2c(=O)n3c(nc2c1)C(Cc1ccccc1)NC(=O)c1ccc(Cl)cc1-3 (configuration not stated)	-3	0
CCOC(=O)C1=C(C)N(CCCCCC(=O)O)C(=O)NC1c1ccccc1OC(=O)c1cccs1 (configuration not stated)	-3	-1
Cc1occc1-c1nnc(SCc2cc(=O)n3cc(Br)ccc3n2)n1C	-1	1
CC(=O)OC[C@]12CC[C@H]3[C@@](C)(CC[C@H]4C(C)(C)CCC[C@]34C)[C@@H]1C[C@H](C1=CC(=O)O[C@@H]1OC(C)=O)O2	-2	0
CCC(=O)N1CCc2cc(S(=O)(=O)CCC(=O)Nc3c(C)n(C)n(-c4ccccc4)c3=O)ccc21	-2	-5
CC(C)CC1NC(=O)c2ccccc2-n2c1nc1ccc(F)cc1c2=O (configuration not stated)	0	-1
CCCn1nc(-c2ccccc2)c2nc3ccccc3nc21	-2	0
Cc1ccc2c(c1)-n1c(nc3cc(Cl)ccc3c1=O)C(Cc1ccccc1)NC2=O (configuration not stated)	-3	2
COc1ccc(-c2[nH]nc3c2C(c2ccc(OC(=O)N4CCOCC4)cc2)C(C#N)=C(N)O3)cc1 (configuration not stated)	0	-5
CN(CCO)c1ccc(C=NNc2ccc([N+](=O)[O-])cc2S(=O)(=O)Nc2ccccc2C(=O)O)cc1	-4	?
CCOc1ccc(NC(=O)c2ccc(NC(=O)c3ccc(NC(N)=O)cc3)cc2)cc1	0	-1
C#CCOCCOCCOCCNc1nc(N2CCN(C(=O)CCCCCCCCCCNC(=O)[C@H]([C@@H](C)CC)n3cc(CCCCN=C(N)N)nn3)CC2)nc(N2CCN(C(=O)CCCCCCCCCCNC(=O)[C@H](CCCCN)n3cc(C)nn3)CC2)n1	-1	24
CC(C)[C@]1(c2ccc(Cl)cc2)ON(c2ccccc2C(F)(F)F)C1=O	-2	13
C[C@@H](C(=O)NCc1ccc(S(C)(=O)=O)cc1)[C@H]1C[C@]1(C)[C@H](NC(=O)OCc1ccccc1)c1ccccc1	2	8
O=C1NC(Cc2ccccc2)c2nc3ccc(Cl)cc3c(=O)n2-c2cc(Cl)ccc21 (configuration not stated)	0	?
O=C1OC2(c3ccccc31)c1cc(I)c(O)c(I)c1Oc1c2cc(I)c(O)c1I	2	15
CC[C@H](C)[C@@H]1NC(=O)c2cc([N+](=O)[O-])cc(I)c2NCC[C@@H](C(N)=O)NC(=O)[C@H](CCCN=C(N)N)NC1=O	3	0
NCCCC[C@H]1NC(=O)[C@H](CCC(=O)O)NC(=O)c2cc([N+](=O)[O-])cc(I)c2OCC[C@@H](C(N)=O)NC1=O	-4	-5
COC(=O)CN1C(=O)[C@H]2[C@@H](/C=C/c3ccccc3)N3C(=O)CN(Cc4ccccn4)C(=O)[C@@]3(Cc3ccccc3)[C@H]2C1=O	-2	-1
COC(=O)CSc1ncnc2c1sc1nc(-c3ccco3)c3c(c12)CC(C)(C)OC3	1	2
COC(=O)[C@@]1(Cc2ccc(OC)cc2)[C@H]2c3cc(C(=O)N(C)C)n(C[C@H](O)CO)c3C[C@H]2CN1C(=O)c1ccccc1	1	-9
C#CCOCCOCCOCCNc1nc(N2CCN(C(=O)CCCCCCCCCCNC(=O)[C@H]([C@@H](C)CC)n3cc(CCCCN=C(N)N)nn3)CC2)nc(N2CCN(C(=O)CCCCCCCCCCNC(=O)[C@H](CCCCN)n3cc(C[C@@H](C)CC)nn3)CC2)n1	17	22
O=C(COC(=O)c1ccncc1)Nc1cc(Cl)c(Cl)cc1Cl	3	-3
O=C1NC(Cc2ccccc2)c2nc3cc(Cl)ccc3c(=O)n2-c2ccccc21 (configuration not stated)	-2	-2
COC(=O)[C@@]1(Cc2ccc(F)cc2)[C@H]2c3cc(C(=O)N(C)C)n(Cc4ccccc4)c3C[C@H]2CN1C(=O)c1ccccc1	1	0
CCCCc1nc(NCCNC(=O)c2ccco2)c(C#N)c2c1CSC(C)(C)C2	-2	-3
COC(=O)[C@@]1(Cc2ccccc2)[C@H]2c3cc(C(=O)N4CCCC4)n(Cc4ccsc4Br)c3C[C@H]2CN1C(=O)c1ccccc1	0	5
CC(C)[C@H](NS(=O)(=O)c1ccccc1)C(=O)Nc1nccs1	-5	2
Cc1ccc2nc3n(c(=O)c2c1)-c1ccc(Cl)cc1C(=O)NC3CC(C)C (configuration not stated)	0	2
CNC[C@H]1Oc2ccc(NC(=O)Nc3ccc(OC)cc3)cc2C(=O)N([C@@H](C)CO)C[C@H]1C	-1	-2
C#CCOCCOCCOCCNc1nc(N2CCN(C(=O)CCCCCCCCCCNC(=O)[C@H](CCCN=C(N)N)n3cc(C[C@@H](C)CC)nn3)CC2)nc(N2CCN(C(=O)CCCCCCCCCCNC(=O)[C@@H]([C@H](C)CC)n3cc(CCCCCN)nn3)CC2)n1	15	33*
CC(C)CC1NC(=O)c2cc(Cl)ccc2-n2c1nc1ccc(F)cc1c2=O (configuration not stated)	-3	-2
NC(=O)CC[C@@H]1NC(=O)[C@H](CO)NC(=O)c2cc([N+](=O)[O-])cc(I)c2NCCC[C@@H](C(N)=O)NC(=O)[C@H](Cc2ccc(O)cc2)NC1=O	0	12
COc1ccc(C2C=C(c3cccs3)Nc3nc(CCCO)nn32)cc1 (configuration not stated)	-1	-63
COc1ccc(NCC(=O)NN=C2CCS(=O)(=O)c3ccc(F)cc32)cc1	-1	1
C#CCOCCOCCOCCNc1nc(N2CCN(C(=O)CCCCCCCCCCNC(=O)[C@H]([C@@H](C)CC)n3cc(CCCCN=C(N)N)nn3)CC2)nc(N2CCN(C(=O)CCCCCCCCCCNC(=O)[C@H](CCCN=C(N)N)n3cc(C[C@@H](C)CC)nn3)CC2)n1	-14	-8
CCN(CC)c1ccc2cc(-c3nc(-c4ccc(OC)cc4)cs3)c(=O)oc2c1	-3	3
CC(C)CC1NC(=O)c2ccccc2-n2c1nc1ccccc1c2=O (configuration not stated)	-3	0
COc1cccc(CCN2C(=O)C(=O)N([C@@H](CNCc3ccccc3)Cc3ccccc3F)C[C@@H]2C(C)(C)C)c1	1	2
NC(=O)C1CCN(c2nc(-c3ccccc3Br)cs2)CC1	-4	3
CCOC(=O)CNC(=O)c1cc(C)oc1C	-2	2
O=C(O)C1=CC(=C(c2ccc(O)c(C(=O)O)c2)c2ccc(O)c(C(=O)O)c2)C=CC1=O	28	-35
O=C(O)CCCNc1cc(N2CCC3(CC2)OCCO3)c2noc3c2c1C(=O)c1ccccc1-3	4	11
O=C1NC(Cc2ccccc2)c2nc3cc(F)ccc3c(=O)n2-c2ccc(Cl)cc21 (configuration not stated)	-4	3
Cc1ccc2c(=O)n3c(nc2c1)C(Cc1ccccc1)NC(=O)c1cc(Cl)ccc1-3 (configuration not stated)	0	-13
O=C(Nc1ccc(Cl)cc1)c1nc[nH]c1C(=O)NCCCNC(=O)c1[nH]cnc1C(=O)Nc1ccc(Cl)cc1	2	-3
CCCCNC(=O)Oc1c(Br)cc2sc(=O)oc2c1Br	-6	4
COc1ccc2nc3n(c(=O)c2c1)-c1cc(Cl)ccc1C(=O)NC3Cc1ccccc1 (configuration not stated)	-1	8
COc1ccc(-c2cc(OC(=O)c3ccc(F)cc3)c3c(C)oc(C)c3c(=O)c2)cc1	1	9
Cn1c(-c2ccc(F)cc2)cc2onc(-c3c(F)cccc3Cl)c2c1=O	-1	-1
C#CCOCCOCCOCCNc1nc(N2CCN(C(=O)CCCCCCCCCCNC(=O)[C@@H](CCSC)n3cc(CCO)nn3)CC2)nc(N2CCN(C(=O)CCCCCCCCCCNC(=O)[C@H]([C@@H](C)CC)n3cc(CCCCCN)nn3)CC2)n1	2	-4
NC(=O)[C@@H]1CCCNc2c(I)cc([N+](=O)[O-])cc2C(=O)N[C@@H](CO)C(=O)NCC(=O)N1	0	4
C=C(NC(=O)C(=C)NC(=O)c1csc(C2=NC3c4csc(n4)C4NC(=O)c5csc(n5)C([C@@](C)(O)C(C)O)NC(=O)C5CSC(=N5)/C(=C\C)NC(=O)C(C(C)O)NC(=O)c5csc(n5)[C@]3(CC2)NC(=O)C(C)NC(=O)C(=C)NC(=O)C(C)NC(=O)C(C(C)CC)NC2C=Cc3c(C(C)O)cc(nc3C2O)C(=O)OC4C)n1)C(N)=O (some centres not stated)	-2	-9
CCCCOC(=O)NS(=O)(=O)c1sc(CC(C)C)cc1-c1ccc(Cn2c(CC)nc3c(C)cc(C)nc32)cc1	-5	?
CN(C)C(=O)c1cccc(-c2csc(N3CCC(C(N)=O)CC3)n2)c1	0	3
CC(C)(C)OC(=O)CNC(=O)c1[nH]cnc1C(=O)N[C@@H](CCCCN)C(=O)OC(C)(C)C	0	3
Cc1sc2c(c1C)CN(C1CC(C)(C)NC(C)(C)C1)CN2C(=O)c1ccco1	3	-3
CS(=O)(=O)NCc1ccccc1Br	-2	-8
Cc1ccc(S(=O)(=O)/N=C2/C=C(Sc3ncn[nH]3)C(=O)c3ccccc32)c(C)c1	-2	38*
CC(C)CC1NC(=O)c2ccc(Cl)cc2-n2c1nc1ccc(Cl)cc1c2=O (configuration not stated)	-3	-11
O=C1NC(Cc2ccc(O)cc2)c2nc3ccc(Cl)cc3c(=O)n2-c2ccc(Cl)cc21 (configuration not stated)	-1	-9
Cc1ccc2nc3n(c(=O)c2c1)-c1cc(Cl)ccc1C(=O)NC3Cc1ccccc1 (configuration not stated)	-2	2
O=C(NCc1ccc(F)cc1)c1cccc2c1C(=O)c1ccc(Cl)cc1S2(=O)=O	0	3

A portion of the library; the hit share may differ from the screen's.
